Compound activity from PubChem BioAssay.
ALOX12 inh – inhibitors of human 12S-lipoxygenase ALOX12. AID 1671190. P18054. Potency, µM (highest dose often 108 µM), for inactives: at the highest dose activity change, negative = inhibition, hits mostly inhibitors. purified 12hLO, xylenol orange hydroperoxide absorbance. 1.1% of 580,000 active; active = well fitted inhibition curve with a large enough effect; inconclusive = small, poorly fitted or top-dose-only effect, or another doubt; inactive = no such curve, though single readings can be large or run the other way
Target sequence (P18054 whole entry, looked up): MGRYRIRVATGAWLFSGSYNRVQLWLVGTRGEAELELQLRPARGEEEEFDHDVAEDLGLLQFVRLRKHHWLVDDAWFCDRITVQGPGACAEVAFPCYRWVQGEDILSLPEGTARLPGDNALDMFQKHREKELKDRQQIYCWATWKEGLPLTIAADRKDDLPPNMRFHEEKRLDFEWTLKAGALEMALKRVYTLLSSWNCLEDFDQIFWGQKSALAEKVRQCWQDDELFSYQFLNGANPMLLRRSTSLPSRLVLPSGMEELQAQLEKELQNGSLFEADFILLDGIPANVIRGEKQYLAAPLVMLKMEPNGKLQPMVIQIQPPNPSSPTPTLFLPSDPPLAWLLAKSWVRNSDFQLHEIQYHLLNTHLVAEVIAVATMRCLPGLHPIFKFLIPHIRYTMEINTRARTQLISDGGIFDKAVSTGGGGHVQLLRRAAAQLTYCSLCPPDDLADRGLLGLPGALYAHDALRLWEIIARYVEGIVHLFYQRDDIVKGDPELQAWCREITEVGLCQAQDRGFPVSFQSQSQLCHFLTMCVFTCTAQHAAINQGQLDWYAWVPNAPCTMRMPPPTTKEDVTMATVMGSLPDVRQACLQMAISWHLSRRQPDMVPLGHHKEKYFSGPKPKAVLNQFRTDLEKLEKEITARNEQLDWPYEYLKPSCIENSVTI
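Purified human 12hLO at 150 nM in 25 mM Hepes, 0.01% Triton X-100, pH 7.0, preincubated 15 min at room temperature with compound. Reaction started with 40 uM arachidonic acid, 30 min at room temperature. Hydroperoxide measured by Fe-xylenol orange, 573/405 nm absorbance ratio.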
Active calls of the source: *; ? = inconclusive; [ ] = remark or other dose. % is scaled to controls: 0 for no effect and ±100 for the full control effect; potency is read from the fitted curve at half-maximal effect.

SMILES	ALOX12 inh
O=C(NC(c1ccccc1)C1CC1)C1CCCO1 (stereo not given)	11%
CN(CCCN1CCCCCC1)c1nc(-c2ccncc2)nc2c1cnn2C	83%
COC(=O)C1=C(C)N(Cc2cccc(C(F)(F)F)c2)C(=NCc2ccccc2C(F)(F)F)NC1c1cccc(F)c1 (stereo not given)	?
Cc1ccccc1-c1cnc(C(O)c2ccc(Cl)cc2)[nH]1 (stereo not given)	-1%
Cc1ccc(Nc2nc(-c3ccc([N+](=O)[O-])cc3)nc3ccccc23)cc1	?
COC(=O)[C@]12C[C@H](CC(=O)NCCCN3CCCC3=O)C(=O)N(Cc3ccc(Cl)cc3Cl)C1=C[C@H](C(C)C)O[C@@H]2C1CC1	-30%
O=C(O)c1occc1-c1cccs1	?
CC(C)c1ccc(CC(=O)N2CCC2(C)C(=O)NS(=O)(=O)c2cccc(OC(F)F)c2)cc1 (stereo not given)	-6%
COc1ccc(CC(=O)N[C@H]2C[C@@H](c3nc(-c4ccc5ccccc5c4)no3)N(C)C2)cc1	-32%
CS(=O)(=O)Nc1ccccc1-c1ccc2nccn2c1	14%
O=C(C1CN(C(=O)c2cc(Cl)ccc2Cl)c2ccccc2O1)N1CCOCC1 (stereo not given)	-25%
c1ccc(C2=Nn3c(nnc3-c3cnccn3)SC2)cc1	?
CC(NC(=O)/C=C/c1ccsc1)C1CCCO1 (stereo not given)	36%[activator]
COc1ccc(C(=O)N2CCCCC2c2cc(C(=O)Nc3ccc(OC)cc3C)no2)cc1 (stereo not given)	-18%
CC1=C(C(=O)N(C)C)CC(CC(=O)NCc2cccs2)C(=O)N1Cc1ccccc1 (stereo not given)	16%
CC(C)Oc1ccc(CNC(=O)C2CCCN(c3cnn(C)c(=O)c3)C2)cc1 (stereo not given)	4%
CN1CCCC1=NCCCn1cnc2c1c(=O)n(C)c(=O)n2C	37%[activator]
Cn1cnc2c1c(=O)n(CCCSCc1ccccc1Br)c(=O)n2C	34%
CC1(C)CC(=O)C=C(c2ccc(COC(=O)c3ccc(Br)cc3)cc2)C1=O	-3%
CCn1nc(C(=O)N(C)Cc2ccccc2N2CCCC2)c2ccccc2c1=O	-25%
C[C@H](c1ccccc1)N1C[C@H](COCc2ccccc2)Oc2cc(N3CCC[C@H]3C(N)=O)ccc2S1(=O)=O	-1%
CCOc1ccccc1NC(=O)N1CC(C(=O)N(C)C)C2(CCOCC2)C1 (stereo not given)	45%[activator]
O=C(COc1cccc(Br)c1)NCCc1c[nH]c2ccccc12	-10%
OC(c1ccc(F)c(F)c1)c1ncc(-c2cccc(F)c2)[nH]1 (stereo not given)	-10%
CN(Cc1ccccc1C(F)(F)F)C(=O)Cc1ccc(F)cc1	23%[176 µM]
C[C@@H]1CN([C@@H](C)CO)C(=O)c2cc(Br)cnc2O[C@H]1CN(C)C(=O)NC1CCCC1	6%
CCc1n[nH]c(CC2CCN(C(=O)c3ccnn3CC)CC2)n1	13%
O=C(CC[C@H]1NC(=O)c2ccccc2NC1=O)NCCc1ccncc1	51%[activator]
CCCN1[C@@H]2c3ccc(-c4ccccc4)c(=O)n3C[C@@H]2[C@@H](CO)[C@@H]1C(=O)N[C@@H](C)c1ccccc1	-12%
C#CCNC(=O)NC(CCC)c1ccccc1 (stereo not given)	37%[activator]
O=C(Nc1ccc(Cl)c(Cl)c1)c1cc2n(n1)CC(c1ccc(Cl)cc1)OC2 (stereo not given)	-6%
CC(=O)c1sc(NC(=O)CCS(=O)(=O)c2ccc(F)cc2)nc1C	0%
CCc1nc2ccc(C(=O)N(C)Cc3ccco3)cn2c1N(C)C(=O)Cc1ccccc1	-3%
COc1ccc(-c2cc3[nH]ccc3c(C(=O)NCc3c(C)cc(C)[nH]c3=O)n2)cc1	0%[176 µM]
CCN1CCCCC12Cc1ccccc1CN(C(C)=O)C2 (stereo not given)	?
CCOc1ccc(NC(=O)Cn2c(C)cc3nc4n(c(=O)c32)CCCCC4)cc1	-26%
Cc1cc2occ(CC(=O)Nc3cccc(S(=O)(=O)N4CCOCC4)c3)c2cc1C(C)C	?
COC(=O)c1ccc2nc(-c3ccc(C)cc3)c(Cc3ccsc3)n2c1	40µM*
COCCN1C(=O)c2ccccc2C(C(=O)Nc2cccc(C)n2)C12CCCCC2 (stereo not given)	6%
Cc1cc(C)cc(N2CC(c3nc(-c4ccccc4)no3)CC2=O)c1 (stereo not given)	0%
COc1ccc(/C=C/C(=O)NCC2Cc3cc(Cl)cc(-c4ncccn4)c3O2)cc1 (stereo not given)	12%
O=C(O)c1cc(C(=O)O)cc(N2C(=O)c3ccccc3C2=O)c1	1%
O=C(C1CCCC1)N1CCC2(CC1)CC(c1ccccc1)=NO2	6%[6.33 µM]
C=CCNc1nc2cc(-c3cccc(Cl)c3)sc2c(=O)n1C	?
CCSc1n[nH]c(=O)n1C	1%
CCCN(C)c1nccnc1OC1CCN(C(=O)c2ccoc2)C1 (stereo not given)	45%[activator]
Cc1ccc(S(=O)(=O)N2CCOC3(CNCCOC3)C2)cc1F (stereo not given)	21%
CN1OC(C)(CC(=O)NCc2ccccc2)N=C1c1ccccc1 (stereo not given)	?
CC(C)C(=O)NC(C)c1ccc(Cl)cc1Cl (stereo not given)	-6%
COc1ccc(F)cc1-c1cc(C(=O)NC2CCCCC2)[nH]n1	-3%
Cc1cc(C)c2c(c1)C(=O)C(=O)N2CCOc1ccccc1	-29%
O=C1CCN(C(=O)c2ccccc2)CCCC(C(=O)NCCCN2CCCc3ccccc32)CCN1 (stereo not given)	394%[activator]
Cc1ccc(NC(=O)c2cc(=O)c3ccc(C)c(C)c3o2)cc1	11%
COCCNC(=O)c1ccc(-c2cn[nH]c2)c2ccoc12	-6%
CO[C@H]1[C@H](NC(=O)c2cc(C)ccc2C)c2ccccc2C12CCNCC2	-2%
Cc1nc(CCNS(=O)(=O)c2ccc(Cl)cc2)no1	29%
Cc1cc(C(=O)N2CCN(c3cccc(Cl)c3)CC2)n(-c2ccccc2)n1	-23%[57.4 µM]
CCN1CCN(C(=O)C2Cn3cccc3C(=O)N2)CC1 (stereo not given)	16%
Cc1ncccc1C(=O)N1CCCN(C(=O)C2CC2)C(c2ccccc2)CC(=O)NCC1 (stereo not given)	70%[activator]
C/C(=N/OC(=O)c1ccc(-c2cc(Cl)ccc2Cl)o1)c1ccccc1	-4%

New compounds follow:
SMILES	ALOX12 inh
NCCCN1CCN(CCCN)CC1	-3%
COc1ccc(-c2cc(N3CCC(NC(=O)c4ccc(C)c(C)c4)CC3)n[nH]2)cc1	27%
CC(C)CNC(=O)C1(C)CCCCCN1C(=O)c1csnn1 (stereo not given)	-1%
Cc1ccc(-c2cc(C(=O)N(C)C)c3ccccc3n2)c(C)c1	52%[activator]
CCc1ccc2c(Cl)c(C(=O)NC(C)c3ccncc3)sc2c1 (stereo not given)	-1%
OCCc1cnccn1	10%
COc1ccc(OC)c(-c2cc(C(=O)O)c3ccc(C)c(C)c3n2)c1	-5%
COc1cc(-c2cc3nc(NCCc4ccncc4)ccn3n2)cc(OC)c1OC	2%
COc1ccc(NC(=O)C2(C)Cc3c(-c4ccc(N(C)C)cc4)ccnc3O2)cc1OC (stereo not given)	14%
COc1ccccc1CNc1nc(NCc2ccc(NC(C)=O)cc2)c2sccc2n1	?
COc1ccccc1NC(=O)c1c(C)cc(C)nc1SCC(=O)NC1CCCCC1	1%
O=C(NCC1CN(C(=O)Cc2ccccc2)CC12CN(c1ccccc1)C2)C1CC1 (stereo not given)	10%[176 µM]
CC1(CNc2ccccc2)COc2ccc(C(=O)NCc3cccs3)cc2N1 (stereo not given)	4%[176 µM]
O=C(Cc1ccc2c(c1)OCO2)N1CCc2onc(-c3cccc(F)c3)c2C1	?
COc1cc(NC(=O)c2ccc(-c3cnn(C)c3)c3ccoc23)cc(OC)c1OC	-6%
Cc1ccc(C)c(/C=C2\CCc3ccccc3C2=O)c1	4%
Cc1ccc(C)c(CN2C(=O)NC3(CCN(C(=O)c4ccc[nH]c4=O)CC3)C2=O)c1	24%
O=C1CCCN1CCCN1C(=O)[C@H]2CN(Cc3cccc(OC(F)(F)F)c3)C[C@H]2C1=O	28%
O=C(NCc1cnn(-c2ccccc2)c1)C1CCN(S(=O)(=O)c2ccccc2C(F)(F)F)CC1	11%
O=C(CC1CCCCC1)N1CCCC(c2noc(COc3ccccc3)n2)C1 (stereo not given)	5%

Shown in CSV form: 16 of the compounds above
SMILES,ALOX12 inh
COc1ccc(-c2cc(N3CCC(NC(=O)c4ccc(C)c(C)c4)CC3)n[nH]2)cc1,27%
CC(C)CNC(=O)C1(C)CCCCCN1C(=O)c1csnn1 (stereo not given),-1%
Cc1ccc(-c2cc(C(=O)N(C)C)c3ccccc3n2)c(C)c1,52%[activator]
CCc1ccc2c(Cl)c(C(=O)NC(C)c3ccncc3)sc2c1 (stereo not given),-1%
OCCc1cnccn1,10%
COc1ccc(OC)c(-c2cc(C(=O)O)c3ccc(C)c(C)c3n2)c1,-5%
COc1cc(-c2cc3nc(NCCc4ccncc4)ccn3n2)cc(OC)c1OC,2%
COc1ccc(NC(=O)C2(C)Cc3c(-c4ccc(N(C)C)cc4)ccnc3O2)cc1OC (stereo not given),14%
COc1ccccc1CNc1nc(NCc2ccc(NC(C)=O)cc2)c2sccc2n1,?
COc1ccccc1NC(=O)c1c(C)cc(C)nc1SCC(=O)NC1CCCCC1,1%
O=C(NCC1CN(C(=O)Cc2ccccc2)CC12CN(c1ccccc1)C2)C1CC1 (stereo not given),10%[176 µM]
CC1(CNc2ccccc2)COc2ccc(C(=O)NCc3cccs3)cc2N1 (stereo not given),4%[176 µM]
O=C(Cc1ccc2c(c1)OCO2)N1CCc2onc(-c3cccc(F)c3)c2C1,?
COc1cc(NC(=O)c2ccc(-c3cnn(C)c3)c3ccoc23)cc(OC)c1OC,-6%
Cc1ccc(C)c(/C=C2\CCc3ccccc3C2=O)c1,4%
Cc1ccc(C)c(CN2C(=O)NC3(CCN(C(=O)c4ccc[nH]c4=O)CC3)C2=O)c1,24%

(cont.)
SMILES	ALOX12 inh
COc1ccc(C(=O)NC2CCN(c3cc(-c4ccc(F)cc4)[nH]n3)CC2)cc1F	17%
CNC(=O)[C@@H]1CN(C(=O)c2cc(F)cc(F)c2)C[C@H]1COC	25%
CCOC(=O)C1=CCN(S(=O)(=O)c2ccccc2C)C1c1cccc(F)c1 (stereo not given)	-15%
Cc1cccc(NC(=O)C(C#N)C(=O)CC(C)(C)C)c1 (stereo not given)	?
Cc1cc2c(-c3ccccc3F)nc(-c3c(C)noc3C)cc2[nH]1	-24%[176 µM]
Cc1ccc(C(=O)NC(O)C(=O)c2ccc(Cl)cc2)cc1 (stereo not given)	-13%
Cc1nn(C)c(C)c1CC(=O)N1CCN(S(=O)(=O)c2c(C)c(C)c(C)c(C)c2C)CC1	15%
Cc1ccc(S(=O)(=O)NC2CC2)cc1C(=O)Nc1cccc2c1CCCC2	-21%
CC(=O)NC(c1cccc(F)c1)c1nc(-c2ccc(N(C)C)cc2)cs1 (stereo not given)	?
COc1ccc(C(=O)N2CCC3(CC2)NCCc2c3[nH]c3ccccc23)c(OC)c1	12%
O=c1[nH][nH]c2c1[C@@H](c1ccc(F)cc1)O[C@H](CCOCc1ccccc1)C2	92%[activator]
COCC(C)NC(=O)c1cc2cc(N(C)S(=O)(=O)c3ccc(Cl)cc3)ccc2s1 (stereo not given)	-7%
CN(C)c1ccc(C(=O)C=Cc2ccc([N+](=O)[O-])cc2)cc1	0%
O=C(NC1CCCC1)C1(c2cccc(Cl)c2)CCC1	-5%
COC(=O)[C@@H]1Cc2ncn(Cc3ccc(OC)cc3)c2CN1C(=O)c1ccc(C#N)cc1	3%[176 µM]
Cc1ccccc1CNC(=O)CCc1ccnc(N2CCOCC2)c1	24%
CCn1nc(C)cc1S(=O)(=O)N1CCC2(CC1)NC(=O)CC2C(=O)O (stereo not given)	-2%
CC(C)n1cc2cc(C(=O)N3CCN(c4ccc(F)cc4)CC3)sc2c1	?
O=C(NC1CCCC1)c1cc(C2CC2)nc2onc(C3CCNCC3)c12	?
COc1ccc(/C=C(/C#N)c2nc3ccccc3[nH]2)cc1OC(F)F	-2%
Cc1cc2c(-c3cccc(OC(C)C)c3)nc(-c3c(C)noc3C)cc2[nH]1	3%[176 µM]
O=C(C1CCOCC1)N1CC2CC(C1)[C@H]1CCCC(=O)N1C2 (stereo not given in full)	-5%
O=C(NCC(=O)N1CCN(c2ccccn2)CC1)c1cncc(Br)c1	-5%
CCCCCC/C(=N\NC(N)=O)c1ccccc1	-4%
COc1ccc(CNC(=O)c2ccc3c(c2)NC(=O)CS3)cc1OC	?
O=c1[nH][nH]c2c1[C@H](c1ccc(Cl)cc1)O[C@H](C1CCCC1)C2	0%
Cc1ccccc1-n1nc(C)c(CCC(=O)NCC(C)C)c1Oc1cccc(F)c1	14%
CCOC(=O)[C@]12CCC=C1N(Cc1ccccc1)C(=O)[C@H](CC(=O)NCc1cccs1)C2	-7%
O=C1NCc2ccccc2CC12CCCN2Cc1ccccc1OC(F)(F)F (stereo not given)	2%[6.33 µM]
CC(=O)c1c(SCC(=O)Nc2ccc(F)c(F)c2)nc(=O)[nH]c1C	1%
O=C(c1ccc(F)cc1)N1CCN(c2nnc3ccccn23)CC1	-2%
COc1cccc(NC(=O)C2(C)COCc3cnc(Nc4ccccc4)nc32)c1 (stereo not given)	-3%[176 µM]
Cc1cnc(NC(=O)c2nn(Cc3ccccc3)c(=O)c3ccccc23)s1	?
CCCCCNc1ncnc2c1CN(c1ccc(OC)cc1)C(=O)CN2C	-20%
COc1cccc2c(=O)c3c(oc12)CCCC3	13%
CN(C)c1oc(-c2ccco2)nc1S(=O)(=O)c1ccc(F)cc1	?
C/C(Cl)=C\CNCc1ccco1	-4%
O=S(=O)(NCC(c1cccnc1)S(=O)(=O)c1ccccc1)c1ccc(Cl)cc1 (stereo not given)	?
CCC(CC)C(=O)NC[C@H]1O[C@@H](CC(=O)NC(C)C)[C@H](O)[C@@H]1O	-19%[176 µM]

This is a subset; rates above refer to the full screens.
